Screening results as filed in PubChem.
Pin1 inh – qHTS Assay to Find Inhibitors of Pin1. Peptidyl-prolyl cis-trans isomerase NIMA-interacting 1 (Homo sapiens), Q13526. Pin1 FP peptide displacement, HiFluor488, 10 min. Potency, µM (highest dose often 115 µM), for inactives: at the top dose activity, negative = inhibition, actives largely listed as inhibitors. 0.009% of 390,000 active. AID 504891, 2011; active = well fitted inhibition curve with a large enough effect in the polarisation, with a control signal flat, not every such curve was filed as active; inconclusive = small, poorly fitted or top-dose-only effect, or effect the other way, or a change in a side signal; inactive = no such curve, though single readings can be large or run the other way; the % refers to the polarisation; also: potency is read from the fitted curve at half-maximal effect; % is scaled to controls: 0 for no effect and ±100 for the full control effect
Target sequence (Q13526 whole entry, looked up): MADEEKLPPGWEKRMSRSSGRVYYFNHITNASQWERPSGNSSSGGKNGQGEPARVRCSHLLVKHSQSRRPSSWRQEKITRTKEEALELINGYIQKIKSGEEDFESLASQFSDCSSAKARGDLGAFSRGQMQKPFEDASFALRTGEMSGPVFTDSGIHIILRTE
JMJD2A Tudor inh – qHTS Assay for Inhibitors of JMJD2A-Tudor Domain. AlphaScreen JMJD2A-Tudor / H3K4me3 peptide binding. Potency, µM (series often up to 114 µM), without a hit: at the highest dose activity change, negative = inhibition, usual class: inhibitors. 4.4% of 390,000 active. AID 504339, 2011; also: potency is read from the fitted curve at half-maximal effect; % is scaled to controls: 0 for no effect and ±100 for the full control effect; nearly all actives have a fitted effect of over 50% in size
PGK inhibitor – qHTS Assay to Find Inhibitors of Phosphoglycerate Kinase | Phosphoglycerate kinase, glycosomal (Trypanosoma brucei brucei), P07378 | AID 602233, 2012 | PGK/GAPDH coupled, Kinase-Glo luminescence, 60 min | 0.043% of 380,000 active | Potency, µM (titrated, usually from 57.5 µM), without a hit: top-dose activity change, negative = inhibition, usual class: inhibitors; also: potency is read from the fitted curve at half-maximal effect; % is scaled to controls: 0 for no effect and ±100 for the full control effect; nearly all actives have a fitted effect of over 60% in size
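Recombinant glycosomal PGK reaction used 1,3-bisphosphoglycerate generated in-well by GAPDH (100nM final) in 100mM TEA pH 7.6, 5mM MgCl2, 0.01% Tween-20. After 60 minutes at room temperature, ATP was read by Kinase-Glo Plus luminescence end-point.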
POLH inh – qHTS for Inhibitors of Polymerase Eta; AID 588591, 2011; 1.2% of 390,000 active; Potency, µM (doses to about 114 µM), without a hit: at the top dose activity change, negative = inhibition, actives largely listed as inhibitors; DNA polymerase eta (Homo sapiens), Q9Y253; recombinant Pol eta, fluorescent DNA replication assay; also: potency is read from the fitted curve at half-maximal effect; % is scaled to controls: 0 for no effect and ±100 for the full control effect
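Fluorescent replication assay: 50 nM final substrate added after a 15 min room-temperature compound preincubation with 10 nM enzyme. Signal taken at 0 min and again at 10 min.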
HP1b chromo inh – HTS for Inhibitors of HP1-beta Chromodomain Interactions with Methylated Histone Tails | Chromobox protein homolog 1 (Homo sapiens), P83916 | AlphaScreen HP1-beta / biotin-H3K9me3 peptide binding | Potency, µM (series often up to 114 µM), without a hit: at the top dose activity change, negative = inhibition, most hits filed as inhibitors | 0.56% of 390,000 active; also: potency is read from the fitted curve at half-maximal effect; nearly all actives have a fitted effect of over 70% in size; inactives centre near 23
Target sequence (P83916 whole entry, looked up): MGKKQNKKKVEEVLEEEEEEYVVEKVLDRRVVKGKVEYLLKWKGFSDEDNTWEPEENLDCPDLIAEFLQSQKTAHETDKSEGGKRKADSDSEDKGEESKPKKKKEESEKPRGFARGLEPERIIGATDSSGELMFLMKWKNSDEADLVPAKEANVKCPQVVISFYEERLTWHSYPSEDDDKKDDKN
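Compound inhibition of the preformed complex between 50 nM HP1-beta and 50 nM biotinylated H3K9me3 peptide was read by AlphaScreen. Buffer was PBS pH 7.4 with 0.01% Tween-20. Incubations ran 30 min at room temperature, with 10 ug/mL donor/acceptor beads.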
PI4K2A inh – qHTS for small molecular inhibitors of PI4K2A | Phosphatidylinositol 4-kinase type 2-alpha (Homo sapiens), Q9BTU6 | purified PI4K2A, ADP-Glo luminescence, 1 h; stronger effect = lower value | activity change, negative = inhibition, % at 76.9 µM | 0.13% of 420,000 active; in the data active = activity change below about -50%; inconclusive = mostly about -30% to -49%;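 also: -100% = wells without enzyme as full effect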
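In this quantitative HTS, ADP production by PI4K2A was quantified luminescently after 1 h at ambient temperature; 100 microM adenosine served as plate-quality control.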
GLS inh – qHTS for Inhibitors of Glutaminase (GLS) | Glutaminase kidney isoform, mitochondrial (Homo sapiens), O94925 | Potency, µM (top dose mostly 45.5 µM), inactives show at the highest dose activity change, negative = inhibition, most hits filed as inhibitors | 0.21% of 410,000 active | GLS enzymatic activity, qHTS titration | AID 624170, 2012; also: potency is read from the fitted curve at half-maximal effect; % is scaled to controls: 0 for no effect and ±100 for the full control effect
Target sequence (O94925 whole entry, looked up, canonical isoform): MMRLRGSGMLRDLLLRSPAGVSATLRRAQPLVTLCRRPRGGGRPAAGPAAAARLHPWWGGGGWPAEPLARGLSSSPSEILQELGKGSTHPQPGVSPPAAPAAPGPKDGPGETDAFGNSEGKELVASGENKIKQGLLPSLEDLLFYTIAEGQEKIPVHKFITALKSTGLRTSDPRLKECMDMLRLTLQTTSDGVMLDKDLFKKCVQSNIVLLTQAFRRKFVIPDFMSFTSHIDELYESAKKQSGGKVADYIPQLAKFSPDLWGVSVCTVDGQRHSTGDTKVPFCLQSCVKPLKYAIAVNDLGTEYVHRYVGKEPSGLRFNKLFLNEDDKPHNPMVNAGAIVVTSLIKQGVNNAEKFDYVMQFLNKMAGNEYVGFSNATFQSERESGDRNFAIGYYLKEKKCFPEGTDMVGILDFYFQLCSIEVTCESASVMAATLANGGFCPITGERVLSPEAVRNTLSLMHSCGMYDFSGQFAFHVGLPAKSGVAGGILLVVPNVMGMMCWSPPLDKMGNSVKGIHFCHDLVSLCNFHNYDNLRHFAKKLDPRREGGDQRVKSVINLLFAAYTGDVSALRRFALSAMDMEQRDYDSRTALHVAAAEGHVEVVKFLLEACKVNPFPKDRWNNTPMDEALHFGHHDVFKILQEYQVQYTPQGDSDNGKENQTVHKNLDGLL
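Read-out is an Amplex red fluorescence increase coupled through glutamate oxidase and HRP, measured before and after 30 min room-temperature incubation. hKGA is in 45 mM KH2PO4 (pH 8.2) with 0.02% Tween-20; glutamine added as 1mM solution.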
BAZ2B block – qHTS Assay for Inhibitors of BAZ2B; AlphaScreen BAZ2B-H3K14Ac peptide displacement; AID 504333, 2011; 4.4% of 360,000 active; Potency, µM (titrated, usually from 114 µM), for inactives: at the highest dose activity change, negative = inhibition, hits mostly inhibitors; Bromodomain adjacent to zinc finger domain protein 2B (Homo sapiens), Q9UIF8; also: potency is read from the fitted curve at half-maximal effect; % is scaled to controls: 0 for no effect and ±100 for the full control effect; nearly all actives have a fitted effect of over 60% in size
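Complex of BAZ2B and biotin-H3K14Ac (50 nM apiece) forms over 30 min at RT, then faces library compounds up to 110 uM for another 30 min; AlphaScreen beads added, 20 min dark incubation, luminescence read.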
G9a inh – qHTS Assay for Inhibitors of Histone Lysine Methyltransferase G9a; G9a H3K9 monomethylation, AlphaScreen, 2 h; 8.8% of 350,000 active; AID 504332, 2011; Potency, µM (top dose mostly 102 µM), for the others: at the top dose activity, negative = inhibition, usual class: inhibitors; also: potency is read from the fitted curve at half-maximal effect; % is scaled to controls: 0 for no effect and ±100 for the full control effect; nearly all actives have a fitted effect of over 75% in size
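AlphaScreen read-out: biotin-H3K9 peptide (500 nM) methylation by 20 nM enzyme with 20 uM SAM, 2 h at room temperature after 15 min compound preincubation; anti-monomethyl H3K9 antibody plus donor/acceptor beads, 10 min dark.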
* hit, by the source's call; i = inactive; ? = inconclusive; · = not tested or not shown; & = joins results of further samples; [ ] = another dose, or the depositor's remark. Unless noted, calls follow the shape of the dose curve; as a rule, active = well fitted curve in the direction sought with a large enough effect; inconclusive = small, poorly fitted or top-dose-only effect, or another doubt; inactive = no such curve, though single readings can be large; an effect the other way counts as inactive or inconclusive.

The line under a structure holds: PGK inhibitor	PI4K2A inh	POLH inh	Pin1 inh	G9a inh	BAZ2B block	JMJD2A Tudor inh	GLS inh	HP1b chromo inh
COc1ccc(OC)c(C2C(C(=O)c3ccc(C)o3)=C(O)C(=O)N2CCN2CCOCC2)c1 (centres undefined)
    3%	0	-2%	-8%	9%[0.0925 µM]	?	-16%	9%	4%
COc1ccccc1C1C=C(c2ccc(Cl)cc2)Nc2nc(-c3ccc(Cl)cc3)nn21 (centres undefined)
    3%	-6	-19%	1%	?	-29%	?	-10%	-23%
CCc1nnc(NC(=O)C2CCN(C(=O)NC3CCCCC3)CC2)s1
    -5%	0	-13%	-2%	-12%	-3%	-2%	0%	29%
Cc1ccc2nc(SCC(=O)Nc3nnc(SCC(N)=O)s3)[nH]c2c1
    -4%	1	-16%	-3%	-38%	-9%	-8%	8%	33%
N#CCC(=O)c1sccc1-n1cccc1
    9%	-4	1%	2%	13µM*	79µM*	-19%[57.1 µM]	2%	-3%
CCCn1nnnc1NCc1ccccc1OCC
    6%	2	11%	-3%	35µM*	2%	-9%	5%	27%
CCOC(=O)N1CCC(N2C(=O)c3ccc(C(=O)Nc4ccc(OC)cc4)cc3C2=O)CC1
    -8%	-2	?	-3%	8%	-17%	-17%	2%	26%
CCCn1nc(NS(=O)(=O)c2ccccc2)c2cc3cc(C)ccc3nc21
    -7%	7	-14%	1%	9%	1%	-5%	16%	9%
CCOC(=O)c1c(C)[nH]c(C(=O)CSc2nc3ccccc3o2)c1C
    2%	-2	0%	5%	0%[12.7 µM]	-18%	-16%	11%	16%
O=C(COC(=O)CCc1c[nH]c2ccccc12)NCc1ccc2c(c1)OCO2
    -2%	-5	-21%	2%	-31%	-29%	-28%	0%	16%
Cc1cc2nc(CN(C)C(=O)C3CCC(=O)N(C4CCCC4)C3)[nH]c2cc1C (centres undefined)
    9%	0	-2%	·	·	·	·	-3%	·
Cc1cnc(C(=O)OCC(=O)NCc2ccccc2)cn1
    -6%	-2	-13%	-3%	12%[12.7 µM]	7%	-9%	3%	29%
CCn1c(SCC(=O)N2CCOCC2)nnc1C(C)NC(=O)c1ccccc1 (centres undefined)
    -3%	-6	4%	-6%	30%	-4%	-19%	1%	27%
O=C(CCc1nc2ccccc2[nH]1)Nc1ccccc1F
    i	-5	-14%	1%	·	4%	-5%	-6%	63%[activator]
COc1ccc(CNC(=O)C(=O)NCc2cccnc2)cc1
    1%	9	?	5%	·	-5%	-14%	4%	20%
CCc1cccc(NC(=O)CSc2ncc3c(n2)-c2ccccc2N(CC)S3(=O)=O)c1
    6%	1	4%	14%	-7%[59 µM]	-11%	-19%	-14%	15%
Cc1ccc(NC(=O)c2ccccc2NC(=O)c2cccnc2)cc1
    -14%	3	-8%	6%	11%	?	-6%	-4%	33%
N#C/C(=C/c1cn[nH]c1-c1ccc(Br)cc1)C(=O)O
    1%	47	-5%	4%	-13%[59 µM]	-11%	-9%	7%	9%
CCCOc1ccc(/C=N/NC(=O)CSc2ccccn2)cc1OC
    i	-1	-12%	0%	·	-8%	-19%	0%	37%
Cc1cc(C)nc(N(C#N)Cc2ccc(Br)cc2)n1
    ·	0	-18%	?	12%[59 µM]	34%	29%	1%	57%[activator]
Cc1ccc(NC(=O)CSCC(=O)N(C)CC(=O)Nc2cccc(F)c2)cc1
    -3%	3	-22%	3%	45µM*	2%	-6%	0%	20%
CCOC(=O)C1=C(C)N(C)C(=S)NC1c1ccccc1 (centres undefined)
    5%	-1	-17%	0%	12%[59 µM]	-4%	-13%	-11%	15%
CCN(CC)S(=O)(=O)c1ccc(NC(=O)COc2c(OC)cccc2OC)cc1
    3%	-11	-12%	31%[activator]	-8%[59 µM]	-1%	-11%[57.1 µM]	2%	50%[activator]
COc1cccc(C(=O)C(C#N)=C(SC)SC)c1
    i	-7	-21%	-7%	40µM*	-24%	-20%	0%	-22%
Cc1ccoc1C(=O)N1CCCC(CO)(Cc2ccc(F)cc2)C1 (centres undefined)
    i	2	-16%	1%	?	-17%	-16%	0%	8%
NS(=O)(=O)c1ccc(NC(=S)NC(=O)c2ccc(Br)o2)cc1
    i	1	-2%	19%	?	-17%	-26%[11.4 µM]	0%	-17%
O=C(C=C1NCCN1)c1ccccc1
    -4%	-5	13%	0%	·	·	-16%	6%	15%
O=C(CCCCCCN1C(=O)c2ccccc2C1=O)NC1CCCCC1
    -8%	-2	-14%	-12%	-1%[59 µM]	3%	8%	0%	41%
c1cncc(-c2nnc(-c3cccs3)o2)c1
    -4%	-5	13%	-4%	12%[59 µM]	11%	-1%	3%	15%
CCCCNC(=O)C(=O)NCCCn1ccnc1
    i	-3	-13%	-4%	-4%	-28%	-7%	-8%	7%
O=C(OCc1nc2ccccc2[nH]1)C1CCCCC1
    6%	2	-7%	-3%	33%[59 µM]	1%	-10%	0%	26%
CCOC(Cn1c(SCC(=O)Nc2cc(C)on2)nc2ccccc2c1=O)OCC
    -3%	0	10%	-7%	19%	-3%	-6%	-6%	37%
CC(C)C(C)NC(=O)COc1ncnc2sccc12 (centres undefined)
    -6%	1	-12%	?	1%	-14%	-16%	-3%	45%[activator]
CC1Cc2cc(S(=O)(=O)CCC(=O)Nc3ccc(F)cc3Cl)ccc2N1C(=O)C1CC1 (centres undefined)
    i	-8	-7%	-1%	-1%[59 µM]	-12%	-1%	-1%	40%[activator]
CC1CN(C)C(C)c2c1oc1ccc([N+](=O)[O-])cc21 (centres undefined)
    5%	3	-15%	0%	14%[12.7 µM]	-18%	-6%	1%	-7%
Cc1cc(C)cc(SCc2noc(C(=O)NCCCN3CCOCC3)c2C(=O)NCCCN2CCOCC2)c1
    -3%	-1	-2%	-7%	-1%[59 µM]	-4%	-31%	4%	22%
O=[N+]([O-])c1ccccc1CN1CCN(c2ncccn2)CC1
    -5%	-3	-9%	-8%	?	50µM*	18µM*	-4%	?
COc1ccc(OC)c(CNC(=O)CCc2nc(-c3cccs3)no2)c1
    -3%	-4	-12%	0%	17%	-6%	-23%	-8%	19%
CC(C)CC(=O)Nc1nc2c(s1)CC(C(C)(C)C)CC2 (centres undefined)
    -2%	-2	-15%	-5%	-21%[59 µM]	-14%	-3%	-7%	21%
O=C(N/N=C\c1cc([N+](=O)[O-])ccc1N1CCCC1)c1ccccn1
    i	6	2%	5%	-9%	-16%	-5%	-3%	61%[activator]
COc1ccc(NC(=O)c2cc(S(=O)(=O)N(Cc3ccccc3)c3ccccc3)ccc2Cl)cn1
    i	0	-22%	?	16%[59 µM]	-3%	-32%	-1%	13%
CCN(CC)CCNC(=O)Cn1cnc2sc(C)c(S(=O)(=O)N3CCN(c4ccccc4OC)CC3)c2c1=O
    -1%	-2&-1	-15%&-19%	4%&-2%	5%	0%&-2%	-11%&-12%	21%&23%	58%&11%[activator]
CCOC(=O)c1cc(S(=O)(=O)Nc2ccc(OC)c(Cl)c2)[nH]n1
    -2%	1	10%	-11%	8.9µM*	56µM*	-34%	27%	12%[57 µM]
Cc1nn(C)c(Oc2cccc(C(F)(F)F)c2)c1C=O
    -9%	-1	-6%	5%	-5%	5%	-10%	3%	-12%
COc1cc(OC)c(NC(=O)NCc2ccc3c(c2)CCN3C(=O)c2ccccc2)cc1Cl
    i	-6	-10%	13%	-25%[59 µM]	-15%	-19%	2%	22%[57 µM]
O=C(NCCCN1CCN(c2ccccc2F)CC1)c1sc2ncccc2c1-n1cccc1
    -2%	-2	-12%	2%	-40%[59 µM]	?	?	4%	6%[57 µM]
O=C(CCNS(=O)(=O)c1ccc(Br)s1)N1CCCCC1
    0%	-6	-24%	-2%	2%[59 µM]	-2%	0%	-2%	31%
COc1cccc(OCC(O)CN2CCN(c3ncccn3)CC2)c1 (centres undefined)
    8%	6	2%	-1%	-5%[59 µM]	2%	3%	-4%	38%
CCCCNC(=O)Cn1nc(N2CCN(c3ccccc3OC)CC2)ccc1=O
    3%	1	-11%	0%	1%[59 µM]	?	-12%	16%	25%

Structures listed above printed as active in JMJD2A Tudor inh.
The line under a structure holds: PGK inhibitor	PI4K2A inh	POLH inh	Pin1 inh	G9a inh	BAZ2B block	JMJD2A Tudor inh	GLS inh	HP1b chromo inh
O=[N+]([O-])c1ccccc1CN1CCN(c2ncccn2)CC1
    -5%	-3	-9%	-8%	?	50µM*	18µM*	-4%	?

This is a subset; count on the stated rates, not on these rows.
